MsrA act: activators of bovine methionine sulfoxide reductase A. purified bovine MsrA, absorbance read-out. activation, % at 10.6 µM. 360,000 tested, 0.3% active. AID 602163; in the data active = activation above about 7.5%;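 note: 0% = vehicle and 100% = reference activator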
MsrA inhibitor: inhibits bovine methionine sulfoxide reductase A. purified bovine MsrA, absorbance read-out. inhibition, % at 15.5 µM. 360,000 tested, 0.75% active. AID 651718; in the data active = inhibition above about 4.5%;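 note: 0% = vehicle wells with enzyme and 100% = reference inhibitor wells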
Rin1-Abl PPI inh: blocks binding of human Rin1 to Abl | P00519+Q13671 | TR-FRET Rin1/Abl binding, biochemical | inhibition, % at 7.35 µM | AID 588664 | 360,000 tested, 0.4% active; in the data active = inhibition above about 5%, passing the limit was not always enough
E coli Lon inh: E. coli protease La inhibition | AID 602123 | 360,000 tested, 0.42% active | purified E. coli Lon protease, fluorescence polarization | inhibition, % at 7.94 µM; in the data active = inhibition above about 13%, passing the limit was not always enough;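 note: 0% = enzyme with probe and DMSO and 100% = no enzyme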
NRP1-CendR mod: modulators of CendR peptide binding to human neuropilin-1. O14786. FAM-RPARPAR peptide binding to NRP-1, fluorescence polarization. inhibition, % at 25 µM. 360,000 tested, 0.85% active;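 active = inhibition or corrected inhibition above about 18%, plus a signal ratio from 0.5 to 1.5, limit read from the data, passing the limit was not always enough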; note: strong numbers were not always called active
Neddyl block: blocks human cullin neddylation | TR-FRET cullin neddylation, biochemical | calls only at 25 µM | 360,000 tested, 0.58% active; in the data active = inhibition above about 36%
MT1-MMP act inh: MT1-MMP (human) activation inhibition | P50281 | HT1080 RFP-PRO-GFP cells, GFP/RFP ratio fluorescence, overnight; percent of plate control window, DMSO zero | GFP/RFP ratio change, % at 20 µM | 360,000 tested, 0.061% active | AID 651647;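 active = GFP/RFP ratio change of at least 30% with cell ATP level not reduced by more than half and red fluorescence within 50% of control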; note: strong numbers were not always called active
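Assay system: RFP-PRO-GFP reporter HT1080 cells; read-out basis: GFP/RFP fluorescence ratio; benchmarks: DMSO wells and RFP-L50D-GFP cells; doses: 20 µM single dose, 1% DMSO; schedule: overnight cell settling, then overnight compound exposure, 37 °C, 5% CO2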
FAS TE block: blocks the thioesterase domain of human fatty acid synthase; P49327; inhibition, % at 15 µM; recombinant FAS-TE, OMFH fluorogenic substrate, fluorescence endpoint; 360,000 tested, 0.67% active; AID 602261;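 active = compounds whose normalised, plate-corrected inhibition of enzyme fluorescence in the single-dose primary screen is 50% or more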;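 note: 0% = DMSO with enzyme and 100% = substrate without enzyme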
SKN-1 inh: inhibitors of C. elegans SKN-1; C. elegans VP596 Pgst-4::GFP/RFP ratio, acrylamide-induced, 24 h; 360,000 tested, 0.49% active; inhibition, % at 21.8 µM;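 active = interference check ratio from 0.5 to 1.5 plus GFP to RFP signal ratio inhibition reaching or exceeding a fixed threshold, cut at about 30% in these data, passing the limit was not always enough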; note: some compounds called inactive have numbers as strong as hits
An asterisk follows results filed as active; i = inactive; . = not tested or not shown.

Each structure is followed by: NRP1-CendR mod | Neddyl block | E coli Lon inh | SKN-1 inh | MsrA act | FAS TE block | MsrA inhibitor | MT1-MMP act inh | Rin1-Abl PPI inh
O=c1c(F)cn(C2CCCO2)c(=O)n1Cc1ccccc1Cl (centres undefined)
    -6 | i | 1 | 2 | -10 | -4 | 0.2 | -2 | 0
CSCCCN1CCC(n2nccc2NC(=O)CCCc2ccccc2)CC1
    0 | i | 3 | 1 | 1 | -4 | 0.1 | -3 | -2
O=C(NCCN1C(=O)S/C(=C\c2ccc(F)cc2)C1=O)c1cccc(S(=O)(=O)N2CCOCC2)c1
    -1 | i | 2 | 7 | -3 | 11 | 3.0 | -4 | -5
COc1ccc(OC)c(NC(=O)CSc2ccc3nnc(-c4ccccn4)n3n2)c1
    13 | i | -5 | 16 | 0 | -2 | -0.8 | -3 | 2
c1ccc2c(CSc3nnc(-c4ccncc4)o3)cccc2c1
    -13 | i | 8 | 6 | -6 | 7 | -0.8 | 1 | 0
CCCCCOC(=O)C(C)c1c(C)[nH]c(=S)[nH]c1=O (centres undefined)
    -12 | i | -3 | 0 | -1 | -2 | 13* | 6 | 3
O=C(O)C1CCCN1S(=O)(=O)c1ccc2ccccc2c1 (centres undefined)
    -5 | i | -9 | -17 | -14 | -7 | -0.6 | 1 | 1
CCCCNC(=S)NNC(=O)c1csc2c1CCC(C)C2 (centres undefined)
    -1 | i | -6 | -3 | 0 | 2 | 0.9 | 2 | -1
CN(Cc1ccccc1)C(=O)c1cccc(NC(=O)Cc2ccc(NC(=O)C3CCCN(C(=O)C4CC4)C3)cc2)c1 (centres undefined)
    -1 | i | -11 | -12 | 0 | -6 | 1.4 | 2 | -3
CC(C)(C)c1ccc(O)c(O)c1
    13 | i | 9 | 12 | -8 | -4 | 0.3 | 4 | 0
Cn1c(=O)c2c(nc(-n3ccnc3)n2Cc2ccc([N+](=O)[O-])cc2)n(C)c1=O
    0 | i | -5 | 6 | -1 | 4 | -1.1 | 0 | 1
COc1ccc(-c2noc(CSc3ccc(C)cc3)n2)cc1
    -3 | i | 3 | 29 | 0 | 33 | 0.6 | 0 | -3
CCCOc1ccc(-c2c(C(=O)N/N=C/c3ccsc3)nnn2-c2nonc2N)cc1
    -5 | i | 1 | 7 | -4 | -9 | 1.6 | 2 | -1
NC(=O)CCS(=O)(=O)CCN1CCCCC1
    -7 | i | -1 | -11 | -10 | -7 | -0.3 | 0 | 3
c1ccc(OCCOCCSc2ncccn2)cc1
    -1 | i | -9 | -12 | -1 | -3 | -0.1 | 4 | 0
Cc1cc(Nc2cc(C)on2)n2ncnc2n1
    -17 | i | -6 | -16 | 0 | -6 | 0.7 | 2 | -1
Cc1cccc(C)c1OCC(=O)Nc1ccc(S(=O)(=O)Nc2ccccn2)cc1
    4 | i | -6 | -5 | -4 | -1 | 0.8 | 4 | 0
Cc1cc(Cl)ccc1C(O)c1ncc(-c2ccc(F)cc2)[nH]1 (centres undefined)
    -11 | i | -15 | -6 | -3 | 6 | . | 5 | -5
Cc1ccc(F)c([C@H]2C3C=CCC(c4ccccc4)C3C(=O)N2Cc2ccccc2)c1 (some centres undefined)
    8 | i | -2 | 3 | 1 | 45 | 2.7 | -10 | 2
Cc1cccc(C)c1OCCN1C(=O)NC(C)(c2ccccc2)C1=O (centres undefined)
    0 | i | 7 | -3 | -5 | 7 | -0.9 | 1 | -1

Not a retest: 5 of the compounds above.
Each structure is followed by: NRP1-CendR mod | Neddyl block | E coli Lon inh | SKN-1 inh | MsrA act | FAS TE block | MsrA inhibitor | MT1-MMP act inh | Rin1-Abl PPI inh
Cc1cc(Nc2cc(C)on2)n2ncnc2n1
    -17 | i | -6 | -16 | 0 | -6 | 0.7 | 2 | -1
Cc1cccc(C)c1OCC(=O)Nc1ccc(S(=O)(=O)Nc2ccccn2)cc1
    4 | i | -6 | -5 | -4 | -1 | 0.8 | 4 | 0
Cc1cc(Cl)ccc1C(O)c1ncc(-c2ccc(F)cc2)[nH]1 (centres undefined)
    -11 | i | -15 | -6 | -3 | 6 | . | 5 | -5
Cc1ccc(F)c([C@H]2C3C=CCC(c4ccccc4)C3C(=O)N2Cc2ccccc2)c1 (some centres undefined)
    8 | i | -2 | 3 | 1 | 45 | 2.7 | -10 | 2
Cc1cccc(C)c1OCCN1C(=O)NC(C)(c2ccccc2)C1=O (centres undefined)
    0 | i | 7 | -3 | -5 | 7 | -0.9 | 1 | -1

Next section
Each structure is followed by: NRP1-CendR mod | Neddyl block | E coli Lon inh | SKN-1 inh | MsrA act | FAS TE block | MsrA inhibitor | MT1-MMP act inh | Rin1-Abl PPI inh
Cc1c(C(=O)O)sc(S(=O)(=O)N2CCN(C(=O)CC(C)c3ccccc3)CC2)c1C(=O)O (centres undefined)
    -8 | i | -6 | 8 | -1 | -10 | -0.8 | 2 | 2
O=C1C2CCCCC2C(=O)N1c1ccc(NC2CCCCC2)c([N+](=O)[O-])c1 (centres undefined)
    14 | i | 3 | 16 | -4 | 41 | -0.8 | 12 | -3
CCN(CC(=O)Nc1cc(Cl)ccc1C)C(=O)CCc1nc2ccccc2c(=O)[nH]1
    1 | i | -5 | -1 | -7 | -8 | -0.6 | 2 | 3
O=C(Cn1ccc2ccccc2c1=O)NCCC(=O)Nc1cccc(Cl)c1
    -8 | i | -6 | -2 | 0 | -4 | . | -1 | 2
CCOc1ccc(NS(=O)(=O)c2cccs2)cc1S(=O)(=O)N1CCCC1
    -8 | i | -4 | 7 | -6 | -8 | -0.4 | 1 | -1
Fc1ccccc1/C=N/Nc1ncnc2ccccc12
    6 | i | -22 | 27 | -4 | 6 | 3.9 | -5 | 0
CCCCn1c(=N)n(CC(O)COc2ccc(C)cc2)c2ccccc21 (centres undefined)
    12 | i | 0 | -5 | 4 | -9 | 0.1 | -14 | 0
CCOC(=O)c1cc2[nH]c3ccccc3c2[n+](-c2ccc([N+](=O)[O-])cc2)c1C
    -3 | i | 8 | -1 | -3 | -8 | 2.6 | 2 | -3
COc1ccc(CN2CCn3ncc(C(=O)Nc4ccccc4)c3C2=O)cc1
    8 | i | 15 | 5 | -2 | -4 | -0.2 | 4 | 1
Cc1csc(N/N=C/c2ccccn2)n1
    0 | i | -5 | 18 | -3 | -2 | 1.4 | -1 | -2
CSC1=C(C#N)C(c2ccncc2)C(C(=O)Nc2ccccc2)=C(C)N1 (centres undefined)
    0 | i | -1 | 13 | -1 | 2 | 0.4 | -3 | 2
Cc1cc(C)c2oc(=O)cc(CN3CCCCC3)c2c1
    3 | i | 3 | 0 | -6 | 16 | -0.6 | 1 | 1
O=C(CN1CCN(C(=O)C2CCCO2)CC1)Nc1ccc(Cl)c(Cl)c1 (centres undefined)
    4 | i | 5 | 7 | -3 | 2 | 0.7 | -1 | 1
Cc1cc(C)c(NC(=O)CNC(=O)COC(=O)/C=C/c2cccs2)c(C)c1
    -1 | i | 4 | -4 | -3 | -5 | 2.6 | 2 | -3
CN(C)C(=O)c1cc(C(=O)c2ccccc2C(F)(F)F)c[nH]1
    20 | i | -9 | -3 | -6 | -1 | 2.2 | 10 | 1
C/C(=N\O)C(C)(C)Nc1ccccc1F
    -7 | i | -3 | 8 | -1 | -2 | 0.5 | 4 | 1
COc1ccccc1NC(=O)Cc1csc(NC(=O)c2ccccc2)n1
    15 | i | -5 | 0 | -4 | -3 | -1.6 | 0 | 2
CCCN1CCC(NC(=O)Nc2ccc([N+](=O)[O-])cc2)CC1
    -5 | i | -5 | 7 | -2 | 1 | 2.8 | 10 | 2
NC(=S)Nc1cc(Cl)ccc1Cl
    0 | i | 9 | 12 | 0 | -7 | -0.5 | 2 | -1
O=C(Nc1c(Br)cc2c(c1Br)Cc1cc([N+](=O)[O-])ccc1-2)C(Cl)Cl
    2 | i | 2 | -1 | -1 | 11 | 0.9 | 4 | -10

The list goes on; the last 3 above are carried over.
Each structure is followed by: NRP1-CendR mod | Neddyl block | E coli Lon inh | SKN-1 inh | MsrA act | FAS TE block | MsrA inhibitor | MT1-MMP act inh | Rin1-Abl PPI inh
CCCN1CCC(NC(=O)Nc2ccc([N+](=O)[O-])cc2)CC1
    -5 | i | -5 | 7 | -2 | 1 | 2.8 | 10 | 2
NC(=S)Nc1cc(Cl)ccc1Cl
    0 | i | 9 | 12 | 0 | -7 | -0.5 | 2 | -1
O=C(Nc1c(Br)cc2c(c1Br)Cc1cc([N+](=O)[O-])ccc1-2)C(Cl)Cl
    2 | i | 2 | -1 | -1 | 11 | 0.9 | 4 | -10
Cc1cc2cc(CN(Cc3ccc4c(c3)OCO4)C(=O)c3cnccn3)c3nnnn3c2cc1C
    -4 | i | -3 | 20 | -4 | 14 | -0.1 | -1 | 0
O=C(Cn1nc(C(F)F)cc1C(F)F)NNC(=S)Nc1ccc([N+](=O)[O-])cc1
    1 | i | 2 | 5 | 1 | -13 | 1.1 | -1 | 0
COc1ccc(C(=O)N2CCOC2CNC(=O)C(=O)NCc2ccccc2)cc1 (centres undefined)
    -3 | i | 6 | 11 | -2 | -6 | 0.2 | -2 | -1
C[C@H](c1ccccc1)N1C[C@@H](COCc2ccccc2)Oc2cc(N3CC[C@@H](O)C3)ccc2S1(=O)=O
    -8 | i | -3 | -1 | -12 | 10 | 1.2 | -1 | .
COCCNC(=O)C1CCCN(Cc2ccc(C#N)cc2)CC1 (centres undefined)
    2 | i | 1 | 5 | -2 | -9 | -1.0 | 3 | -2
Cc1cc(Nc2cnc3ccccc3n2)n(-c2ccccc2)n1
    -2 | i | -7 | -2 | -11 | 2 | 0.8 | 4 | 2
CSc1ccc(NC(=O)Nc2ccc(C(=O)NCC(=O)O)cc2)cc1
    -5 | i | -12 | -9 | -6 | -2 | 0.9 | -1 | 1
COCCNC(=O)c1ccc2c(c1)nc(C)n2-c1cccc(Cl)c1
    3 | i | -6 | 0 | -2 | -7 | 0.5 | 5 | 0
O=C(Nc1ccc2c(c1)CCC2)c1cccc(F)c1
    -7 | i | 13 | 20 | -3 | 5 | 1.2 | 3 | -1
CCOc1ccc(-c2c(C(=O)N/N=C/c3ccc(O)cc3)nnn2-c2nonc2N)cc1
    -3 | i | 14 | -5 | -7 | -4 | 1.6 | 2 | -2
CCOC(=O)c1c(N)sn(-c2ccccc2C)c1=S
    16 | i | 3 | 6 | -2 | -1 | 2.0 | -2 | 2
Cc1ccc(Nc2c(-c3ccco3)nc3ccccn23)cc1
    1 | . | -6 | 2 | -5 | -2 | 0.6 | 0 | -4
Cc1cccc(NC(=O)CCC(=O)OCc2ccc(Br)cc2)c1
    -2 | i | -6 | -4 | 0 | -5 | 1.6 | 1 | -2
CN(C)CCCNC(=O)/C(=C\c1ccc(-c2cccc([N+](=O)[O-])c2)o1)NC(=O)c1ccccc1
    -7 | i | 2 | 3 | -12 | 9 | 3.3 | -2 | -5
Cc1cc(NC(=O)C(C)SCC(=O)Nc2nnc(CC(C)C)s2)no1 (centres undefined)
    16 | i | -1 | -7 | -6 | -9 | 0.2 | 3 | 4
Nc1nonc1-c1noc(N2CCCCC2)n1
    1 | i | -4 | -5 | -8 | -4 | -0.3 | 7 | 2
O=C(NCc1ccncc1)C(=O)N/N=C/c1ccccc1OCc1ccccc1
    -10 | i | -2 | -15 | -4 | -2 | 0.9 | 2 | -2
Cc1ccc(-c2nnc(SCC(=O)Nc3ccc4c(c3)oc3ccccc34)n2C)c(Cl)c1
    18 | i | 6 | 13 | 2 | 21 | -0.4 | -4 | -2
CCn1c(C)cc(/C=C2/SC(=O)N(C(C)C(=O)OC)C2=O)c1C (centres undefined)
    -5 | i | -13 | 2 | 0 | 12 | 1.8 | 3 | -1
CC1C=CCC2C(=O)N(c3cccc(C(=O)NCCc4ccccc4)c3)C(=O)C12 (centres undefined)
    6 | i | -3 | 6 | -9 | -3 | 0.0 | -3 | -1
CC(Oc1ccc2ccc(=O)oc2c1)C(=O)NC1CCN(Cc2ccccc2)CC1 (centres undefined)
    -2 | i | 14 | 3 | -9 | -5 | 1.4 | 2 | 3
CC1CC(=O)Nc2ccccc2N1C(=O)CSc1nnnn1C(C)C (centres undefined)
    -2 | i | -11 | -3 | -1 | -7 | -0.8 | 3 | 2

Screening data from PubChem.
